# SNCA expr inhib: Primary qHTS assay for inhibitors of alpha-synuclein gene (SNCA) expression; Potency, µM (doses to about 57.2 µM), without a hit: at the highest dose activity change, negative = inhibition, hits mostly inhibitors; 0.17% of 140,000 active; HEK-293 SNCA-luciferase knock-in, luminescence, 24 h;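 note: potency is the fitted concentration of half-maximal effect; plate controls were DMSO cells for no effect and cell-free wells for full effect; nearly all actives have a fitted effect of over 45% in size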
# GPT2 inhibitor: Primary qHTS assay for inhibitors of Glutamate pyruvate transaminase 2 (GPT2); Alanine aminotransferase 2 (Homo sapiens), Q8TD30; Recombinant GPT2, coupled pyruvate oxidase/HRP Amplex Red fluorescence; Potency, µM (doses to about 57.7 µM), for inactives: at the top dose activity change, negative = inhibition, hits mostly inhibitors; 0.25% of 100,000 active; note: potency is the fitted concentration of half-maximal effect; nearly all actives have a fitted effect of over 60% in size; many of its hits are not listed in these tables
# Target sequence (Q8TD30 whole entry, looked up): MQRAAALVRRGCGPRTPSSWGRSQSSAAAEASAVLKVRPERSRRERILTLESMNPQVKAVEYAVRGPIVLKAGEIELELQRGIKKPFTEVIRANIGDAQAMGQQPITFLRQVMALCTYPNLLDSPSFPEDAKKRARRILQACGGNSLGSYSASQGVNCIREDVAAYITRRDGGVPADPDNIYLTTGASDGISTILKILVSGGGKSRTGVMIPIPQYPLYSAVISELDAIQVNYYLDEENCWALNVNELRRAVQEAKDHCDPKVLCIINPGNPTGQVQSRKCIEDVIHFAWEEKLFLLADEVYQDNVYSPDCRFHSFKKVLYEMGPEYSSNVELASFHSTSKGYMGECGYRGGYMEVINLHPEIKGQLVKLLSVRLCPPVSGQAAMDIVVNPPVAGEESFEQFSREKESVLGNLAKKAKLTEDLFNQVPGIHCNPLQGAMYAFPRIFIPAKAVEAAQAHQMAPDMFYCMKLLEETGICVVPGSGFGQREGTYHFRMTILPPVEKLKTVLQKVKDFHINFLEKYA
#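 GPT2 10ng/uL, a-KG 250uM, L-Ala 2mM, HEPES pH7.5 + 0.0001% Tween; 30 min RT. Then Amplex mix (PO/HRP/ThPP), 30 min RT dark, fluorescence. AOA 50uM used as positive control.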
# HEK293 tox: Cytotoxic Profiling in HEK 293 Cell Line of Diverse Libraries Using Quantitative High-Throughput Screening | HEK 293 viability, ATP luminescence (CellTiter-Glo), 48-72 h | Potency, µM (doses to about 115 µM), without a hit: top-dose activity change, negative = cytotoxicity, usual class: inhibitors | 6.6% of 94,000 active; note: potency is the fitted concentration of half-maximal effect; nearly all actives have a fitted effect of over 60% in size
#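 CellTiter-Glo luminescence (cellular ATP) was read after 48 or 72 hr of compound exposure at 37 degree Celsius. Cells were HEK 293 plated at 250 cells/well.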
# Luciferase inh: Firefly luciferase inhibition profiling of diverse chemical library using quantitative high-throughput screening. AID 1347043, 2019. purified P. pyralis luciferase, luminescence, biochemical. 2.5% of 76,000 active. Potency, µM (highest dose often 115 µM), for inactives: at the top dose activity change, negative = inhibition, usual class: inhibitors. Luciferin 4-monooxygenase (Photinus pyralis), P08659; note: potency is the fitted concentration of half-maximal effect; nearly all actives have a fitted effect of over 65% in size
#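 Purified 10nM P. pyralis luciferase with 10uM D-luciferin and 10uM ATP in 50mM Tris acetate pH 7.5, 10mM Mg acetate, 0.01% Tween-20, 0.05% BSA. qHTS titration; luminescence read by CCD imager.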
# IP6K1 inh: Primary qHTS assay for small molecule inhibitors of Inositol hexaphosphate kinase 1 (IP6K1). activity change, % (series mostly up to about 58 µM). 0.81% of 140,000 active. Inositol hexakisphosphate kinase 1 (Homo sapiens), Q92551. IP6K1 kinase, ADP-Glo luminescence, 2 h; hits give low values; in the data active = activity change below about -25%
# Target sequence (Q92551 whole entry, looked up): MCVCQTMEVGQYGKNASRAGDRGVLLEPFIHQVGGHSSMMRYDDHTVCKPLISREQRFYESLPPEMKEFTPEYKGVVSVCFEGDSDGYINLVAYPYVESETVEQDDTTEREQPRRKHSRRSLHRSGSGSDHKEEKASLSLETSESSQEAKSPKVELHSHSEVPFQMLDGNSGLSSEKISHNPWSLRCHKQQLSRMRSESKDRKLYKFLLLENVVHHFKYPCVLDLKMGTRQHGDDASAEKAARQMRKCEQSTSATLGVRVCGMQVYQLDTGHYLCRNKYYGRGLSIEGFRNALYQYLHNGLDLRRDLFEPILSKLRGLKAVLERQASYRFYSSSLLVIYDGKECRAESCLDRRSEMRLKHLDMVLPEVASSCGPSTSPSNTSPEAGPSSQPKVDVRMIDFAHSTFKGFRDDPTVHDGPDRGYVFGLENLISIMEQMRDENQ
#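 ADP-Glo luminescence measures ADP made by human IP6K1 during a 2 h RT reaction with ATP/IP6 (mix at 1.3 mM/130 uM); top library doses 57.5 and 19.1 uM final.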
# SNCA viab count: GF-AFC viability counterscreen for inhibitors of alpha-synuclein gene (SNCA) expression; HEK-293-SNCA-luc viability, GF-AFC fluorescence, 24 h; Potency, µM (top dose mostly 57.1 µM), for the others: at the highest dose activity change, negative = cytotoxicity, actives largely listed as cytotoxic; 0.12% of 150,000 active; AID 1671193, 2021;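 note: potency is the fitted concentration of half-maximal effect; 0% = DMSO-treated cells and -100% = medium-only wells without cells; nearly all actives have a fitted effect of over 30% in size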
#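 HEK-293-SNCA-luc cells (1500/well) plated 24 h, then exposed 24 h to a dilution series; GF-AFC added 30 min at 37C, fluorescence 405/540 nm; normalised to medium-only and DMSO wells, Hill fit.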
# NIH3T3 tox: Cytotoxic Profiling in NIH 3T3 Cell Line of Diverse Libraries Using Quantitative High-Throughput Screening. Potency, µM (doses to about 96.7 µM), without a hit: top-dose activity change, negative = cytotoxicity, most hits filed as inhibitors. AID 1345082, 2018. NIH 3T3 viability, CellTiter-Glo ATP luminescence, 48-72 h. 4.3% of 94,000 active; note: potency is the fitted concentration of half-maximal effect; nearly all actives have a fitted effect of over 55% in size
#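 ATP-dependent luminescence (CellTiter-Glo) served as the viability signal for NIH 3T3 cells treated with compound for 48 or 72 hr at 37 °C.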
# The depositor's hits bear a star; i = inactive; ? = inconclusive; . = not tested or not shown; & = joins results of further samples; [ ] = remark or other dose. Unless noted, calls come from the whole dose curve; as a rule, active = well fitted curve in the direction sought with a large enough effect; inconclusive = small, poorly fitted or top-dose-only effect, or another doubt; inactive = no such curve, though single readings can be large; an effect the other way counts as inactive or inconclusive. Unless noted, % is set by controls: 0 for no effect and ±100 for the full control effect.
1) O=C(CN1C(=O)NC(c2ccc(Cl)cc2)C2=C1COC2=O)Nc1ccc2c(c1)OCO2 (centres undefined)
2) O=C(c1ccccc1)N1CCC(NCCOc2ccccc2F)CC1
3) Cc1ccn(CC(=O)N2CCc3nn(Cc4ccccc4)c(=O)n3CC2)n1
4) CCCCN(CC)CCCNC(=O)Cn1ncc2c3ccccc3n(Cc3ccc(F)cc3)c2c1=O
5) Cc1ccccc1CNC(=O)C1CCN(C(=O)N2CC3CC(C2)[C@H]2CCCC(=O)N2C3)CC1 (some centres undefined)
6) COc1cccc(NC(=O)C(Cc2ccccc2)NS(=O)(=O)c2ccc3c(c2)oc(=O)n3C)c1 (centres undefined)
7) Cc1cnn(Cc2cc(C(=O)N3CCCCCC3c3nnc(-c4ccccc4)o3)no2)c1 (centres undefined)
8) O=C(c1ccccc1)N1CCC2(CC1)C(=O)Nc1ccccc12

screen / no.	1	2	3	4	5	6	7	8
HEK293 tox	?	-5%	-5%	.	-7%	.	3%	-27%
SNCA viab count	1%	-4%	2%	10%	4%	4%	-13%	4%
Luciferase inh	-10%	2%	-11%	.	0%	.	0%	.
GPT2 inhibitor	i	-5%	5%	.	i	.	i	?
SNCA expr inhib	?	-9%	1%	13%	-10%	-17%	-1%	-19%
IP6K1 inh	18	-7	-9	16	12	8	-7	-13
NIH3T3 tox	?	2%	-3%	.	-29%	.	-10%	-19%

9) NC(=O)c1cccc(-c2ncc3c(n2)OCCN(c2ccccc2)C3=O)c1
10) O=C(c1cccc(F)c1)N1CCC(n2cc(-c3nc(C4CC4)no3)nn2)C1 (centres undefined)
11) Cc1ccc(-c2nc(CS(=O)(=O)CC(=O)NC(C)CCc3ccccc3)c(C)o2)cc1 (centres undefined)
12) COc1ccc(OC)c(NC(=O)C(C)n2nc(C)c3c(C)n(-c4ccccc4)nc3c2=O)c1 (centres undefined)
13) CCOC(=O)c1cc2c(=O)n3ccccc3nc2n(Cc2ccco2)c1=NC(=O)c1c(F)cccc1Cl
14) Cc1cc(F)ccc1S(=O)(=O)N1C[C@H](C2CC2)[C@@H](N)C1
15) CC1(C)CC(NC(=O)C2CC(=O)N(c3n[nH]c4ccccc34)C2)CC(C)(C)N1 (centres undefined)
16) O=C(CC1CCN(S(=O)(=O)c2ccccc2F)C1)NCc1ccccc1 (centres undefined)

screen / no.	9	10	11	12	13	14	15	16
HEK293 tox	?	?	.	.	.	?	-6%	?
SNCA viab count	-3%[87.6 µM]	?	-25%	2%	?	-6%	6%	-7%[12.5 µM]
Luciferase inh	45µM*	0%	.	.	.	-3%	6%	6%
GPT2 inhibitor	3%[88.5 µM]	i	.	.	.	i	-9%	i
SNCA expr inhib	5%[87.6 µM]	-8%	-41%	-3%	?	-4%	1%	8%
IP6K1 inh	-1	-11	8	9	-60*	0	8	12
NIH3T3 tox	?	-40%	.	.	.	-1%	i	-18%

17) C=CCC1(C(=O)O)CCCN(C(=O)CCCc2ccc(OC)cc2)C1 (centres undefined)
18) O=C(CN1CC2CC(C1)[C@H]1CCCC(=O)N1C2)NCc1ccc2c(c1)OCO2 (some centres undefined)
19) COc1cc(CN2CCOc3ccc(C(=O)NCc4ccccc4F)cc3C2)ccc1O
20) Cc1c(CN2CCCC(C(=O)Nc3cccc(-c4cc5ccccc5[nH]4)c3)C2)cnn1C (centres undefined)
21) Cc1[nH]c(=O)c(C#N)cc1-c1ccc2nccn2c1
22) COCCC(=O)N1CCC(N2C[C@H](O)C[C@H]2C(=O)NCc2cccc(OC)c2)CC1
23) CCOC(=O)CC(NC(=O)Cn1nnc(-c2ccc(C(F)(F)F)cc2)n1)c1ccc(OC)cc1 (centres undefined)
24) O=C(CCC[C@@H]1[C@H]2CCCN3CCC[C@@H](CN1Cc1cccnc1)[C@@H]23)NCc1cccnc1

screen / no.	17	18	19	20	21	22	23	24
HEK293 tox	?	6%	4%	20µM*	.	-2%	.	2%
SNCA viab count	-7%	3%	-2%	?	-5%	-2%	-5%	7%
Luciferase inh	10%	1%	1%	-2%	.	7%	.	-5%
GPT2 inhibitor	i[11.5 µM]	i	i	i	-1%&-3%	i	.	?
SNCA expr inhib	-18%	-18%	-14%	?	0%	5%	4%	-15%
IP6K1 inh	-7	28	7	-7	-9	1	6	5
NIH3T3 tox	-19%	i	i	8.9µM*	.	4%	.	0%

25) O=Cc1cccc(-c2cncnc2)c1
26) CNC(=O)[C@@H]1CN(C(=O)c2ccc(OC)nc2)C[C@H]1COC
27) CSc1ccc(-c2cccc(C(=O)NCC(=O)NCCc3ccc(Cl)cc3)c2)cc1
28) COCc1nc2nc(-c3ccccc3)c(-c3ccnc(OC)c3)cc2n1C
29) Cc1ccc(-c2nnc(Nc3ccc(Cl)cc3)c3ccccc23)cc1S(=O)(=O)NCC1CCCO1 (centres undefined)
30) Cc1[nH]c2ccccc2c1CC(=O)NC1CCCc2nc(N(C)C)ncc21 (centres undefined)
31) CCCc1nn2c(=O)cc(COC(=O)c3ccccc3NC(=O)c3ccc(OCC)cc3)nc2s1
32) O=C(c1ccc(F)cc1)N1CCC(n2cc(-c3nc(C4CC4)no3)nn2)C1 (centres undefined)

screen / no.	25	26	27	28	29	30	31	32
HEK293 tox	-17%[230 µM]	?	?	?	.	-10%	.	?
SNCA viab count	0%[87.6 µM]	-9%	-13%	4%[87.6 µM]	-8%	-9%	6%	-11%
Luciferase inh	.	-4%	.	?	.	-13%	.	13%
GPT2 inhibitor	-5%[88.5 µM]	-1%	i	3%[88.5 µM]	.	-6%	.	i
SNCA expr inhib	0%[87.6 µM]	-15%	26%	-16%[87.6 µM]	68%[activator]	14%	27%	3%
IP6K1 inh	-1	9	-5	7	21	28	9	1
NIH3T3 tox	?	-6%	?	?	.	?	.	-24%

33) O=C(Cn1c(=O)n(Cc2nc(-c3ccccc3)no2)c(=O)c2ccccc21)Nc1cccc(Cl)c1
34) O=C(NCc1ccccc1)c1nnc(Cc2cccc(F)c2)o1
35) Cc1cn2nc(C(=O)NCc3ccc(F)cc3F)cc2c(=O)[nH]1
36) O=C(CN1CCn2nnc(-c3nc(-c4ccccc4)no3)c2C1=O)Nc1ccc(Cl)cc1
37) Cc1cn2nc(C(=O)N3CCC(NC(=O)C4CCC4)CC3)cc2c(=O)[nH]1
38) Cc1ccc(C)c(N2CCN(C(=O)CCC(=O)Nc3ccc4nc(N5CCCCC5)cc(C)c4c3)CC2)c1
39) NC(=O)Cn1ccc2cc(OCC3CCN(c4cnccn4)CC3)cnc21
40) CN[C@H](C(=O)N[C@H]1C[C@@](O)(C(=O)N[C@@H](Cc2cccs2)C(N)=O)C[C@@H](O)[C@@H]1O)C(C)C

screen / no.	33	34	35	36	37	38	39	40
HEK293 tox	.	.	?	?	1%	.	?	i
SNCA viab count	2%	1%	3%	5%[12.5 µM]	2%	-1%	4%[87.6 µM]	-2%
Luciferase inh	.	.	-16%	-19%	7%	.	?	0%
GPT2 inhibitor	.	.	-1%	-19%	i	.	2%[88.5 µM]	-5%
SNCA expr inhib	1%	-4%	12%	33%[activator]	-15%	7%	2%[87.6 µM]	-1%
IP6K1 inh	5	-10	-1	23	0	20	-13	9
NIH3T3 tox	.	.	-10%	-23%	5%	.	?	i

# Arranged by molecular weight (lowest first): 6 of the compounds above
35) Cc1cn2nc(C(=O)NCc3ccc(F)cc3F)cc2c(=O)[nH]1
37) Cc1cn2nc(C(=O)N3CCC(NC(=O)C4CCC4)CC3)cc2c(=O)[nH]1
39) NC(=O)Cn1ccc2cc(OCC3CCN(c4cnccn4)CC3)cnc21
32) O=C(c1ccc(F)cc1)N1CCC(n2cc(-c3nc(C4CC4)no3)nn2)C1 (centres undefined)
36) O=C(CN1CCn2nnc(-c3nc(-c4ccccc4)no3)c2C1=O)Nc1ccc(Cl)cc1
40) CN[C@H](C(=O)N[C@H]1C[C@@](O)(C(=O)N[C@@H](Cc2cccs2)C(N)=O)C[C@@H](O)[C@@H]1O)C(C)C

screen / no.	35	37	39	32	36	40
HEK293 tox	?	1%	?	?	?	i
SNCA viab count	3%	2%	4%[87.6 µM]	-11%	5%[12.5 µM]	-2%
Luciferase inh	-16%	7%	?	13%	-19%	0%
GPT2 inhibitor	-1%	i	2%[88.5 µM]	i	-19%	-5%
SNCA expr inhib	12%	-15%	2%[87.6 µM]	3%	33%[activator]	-1%
IP6K1 inh	-1	0	-13	1	23	9
NIH3T3 tox	-10%	5%	?	-24%	-23%	i

# Continued:
41) O=C(C1CCCN1C(=O)c1ccccc1F)N1CCC(N2CCOCC2=O)CC1 (centres undefined)
42) CCOC(=O)c1c(C)[nH]c(C)c1S(=O)(=O)N1CCCC(C(=O)NCc2ccccc2Cl)C1 (centres undefined)
43) Cc1ccc(CNC(=O)C(=O)NCC(c2ccc3c(c2)OCO3)N2CCOCC2)cc1 (centres undefined)
44) CCN1C(=O)CCC2(C(=O)NCCN(C)C3CCCCC3)CCCC=C12 (centres undefined)
45) O=C(NCc1cccs1)c1ccc2nccn2c1
46) O=C(c1ccc2c(c1)OCO2)N1CCCC2(CC(c3ccccn3)=NO2)C1 (centres undefined)
47) CC1=C[C@@H](CN2CCC(CO)CC2)[C@H](C(C)C)C[C@H]1Cc1nnc(-c2ccncc2)o1
48) CC(C)[S+](=O)([O-])N1CC2ON=C(C(=O)O)C2C1 (centres undefined)
49) O=C1CC(c2nc(-c3ccc4nc[nH]c4c3)no2)CN1Cc1cccnc1 (centres undefined)
50) CCN(CCCNC(=O)c1ccc(Sc2ccc(C)cc2)c(NC(C)=O)c1)c1cccc(C)c1
51) CCCCCNc1ncnc2c1CN(C1CCCNCC1)C(=O)CN2C (centres undefined)

screen / no.	41	42	43	44	45	46	47	48	49	50	51
HEK293 tox	-7%	.	.	45µM*	3%[172 µM]	-13%	-21%[172 µM]	?	-6%	.	-4%
SNCA viab count	1%	-8%	-8%	-6%	-9%&4%[87.6 µM]	2%	-6%[87.6 µM]	2%[87.6 µM]	6%	1%	0%
Luciferase inh	.	.	.	0%	40µM*	.	-4%[172 µM]	.	3%	.	.
GPT2 inhibitor	i	.	.	-9%	1%&-1%[88.5 µM]	i	-11%[88.5 µM]	-3%[88.5 µM]	-2%	.	i
SNCA expr inhib	-5%	2%	-10%	-23%	95%&27%[activator][87.6 µM]	22%	0%[87.6 µM]	-5%[87.6 µM]	5%	?	?
IP6K1 inh	1	-10	7	-7	-14&54	7	2	-12	21	-4	-3
NIH3T3 tox	2%	.	.	?	-28%&-19%[138 µM]	-18%	-26%[138 µM]	0%[138 µM]	-13%	.	-6%

# Only part of the results is shown; rates above refer to the full screens.
